Screens from PubChem BioAssay.
N370S GC: qHTS Assay for Inhibitors and Activators of N370S glucocerebrosidase as a Potential Chaperone Treatment of Gaucher Disease. N370S GC spleen homogenate, 4MU-glucoside fluorescence. Lysosomal acid glucosylceramidase (Homo sapiens), P04062. Potency, µM (top dose mostly 59.4 µM), for the others: at the highest dose activity change, negative = inhibition, hits mostly inhibitors. 330,000 tested, 0.092% active;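 further: 0% = full enzyme activity and -100% = no enzyme basal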
GCN5L2 inh: qHTS Assay for Inhibitors of GCN5L2 | Histone acetyltransferase KAT2A (Homo sapiens), Q92830 | GCN5L2 HAT assay, ThioGlo1 CoA-SH fluorescence | Potency, µM (series often up to 58.9 µM), without a hit: at the highest dose activity change, negative = inhibition, actives largely listed as inhibitors | 390,000 tested, 0.21% active | AID 504327, 2011
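ThioGlo1-coupled HAT assay: 20nM GCN5L2, 70uM acetyl-CoA, 75uM H3(1-25) peptide, pH 7.5. Fluorescence read at 340/540nm at start and after 20 min at room temperature.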
FEN1 inhibitor: qHTS Assay for the Inhibitors of Human Flap endonuclease 1 (FEN1); Potency, µM (highest dose often 114 µM), without a hit: top-dose activity change, negative = inhibition, most hits filed as inhibitors; P39748; 390,000 tested, 0.35% active; Recombinant FEN1 flap cleavage, fluorescence, 15 min; further: nearly all actives have a fitted effect of over 65% in size
Target sequence (P39748 whole entry, looked up): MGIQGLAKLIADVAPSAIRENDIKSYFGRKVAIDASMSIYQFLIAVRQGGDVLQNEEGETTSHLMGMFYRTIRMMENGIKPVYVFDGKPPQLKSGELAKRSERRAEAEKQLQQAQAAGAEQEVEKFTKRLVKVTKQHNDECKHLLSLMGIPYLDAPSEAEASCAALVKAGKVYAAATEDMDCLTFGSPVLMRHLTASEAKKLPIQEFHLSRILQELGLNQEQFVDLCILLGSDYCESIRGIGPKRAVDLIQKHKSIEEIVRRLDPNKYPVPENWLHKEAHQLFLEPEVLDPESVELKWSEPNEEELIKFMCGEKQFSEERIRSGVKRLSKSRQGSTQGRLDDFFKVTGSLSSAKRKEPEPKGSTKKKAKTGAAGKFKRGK
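Recombinant FEN1 (10 nM) was preincubated with pin-transferred compounds for 15 min at room temperature, then flap DNA substrate (50 nM final) was added. Plates were read at 0 and 15 min, and normalized concentration–response data were fitted to a four-parameter Hill equation.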
An asterisk follows results filed as active; ? = inconclusive; . = not tested or not shown; & = joins results of further samples; [ ] = dose if it differs, or a comment. The call rests on the fitted dose curve; in most records, active means well fitted curve in the direction sought with a large enough effect; inconclusive means small, poorly fitted or top-dose-only effect, or another doubt; inactive means no such curve, though single readings can be large; an effect the other way counts as inactive or inconclusive. Unless noted, on the % scale 0 is the no-effect control and ±100 the full control effect; potency means the concentration at half of the fitted maximal effect. Some of the compounds tested, so the mix of outcomes need not match the whole.

SMILES | N370S GC | GCN5L2 inh | FEN1 inhibitor
O=C(Cc1ccccc1)N1CCN(Cc2ccc([N+](=O)[O-])cc2)CC1 | -1% | -1% | -19%
COc1cc(/C=C2/SC(=S)N(Cc3ccccc3)C2=O)ccc1OCC(=O)O | 4% | ? | ?
Cc1cc([C@@H]2CCCN2C)on1 | 0% | -3%&6% | .
Cc1ccc2c(c1)C1CN(C)CCC1N2C(=O)Cn1nnc(-c2ccccc2F)n1 (configuration not stated) | -26% | -12% | 11%
COC(=O)C1=C(c2ccc3ccccc3c2)C[C@@H]2CC[C@H]1N2C(=O)NC1CC1 | . | 5% | -3%
CC1=C(C(=O)O)N2C(=O)[C@@H](NC(=O)CCCC(=O)O)[C@H]2SC1 | -3% | -9% | 2%
C=CCn1c(O)c(/C(C)=N/N2CCCCC2)c(=O)[nH]c1=O | 9% | -5% | -7%
CCOc1ccc(N2C(=O)NC(=O)/C(=C/c3cnc(SC)nc3)C2=O)cc1 | 1% | -3% | -16%
CC(C)c1cc2c(c(O)c1O)[C@]1(C(=O)O)CCCC(C)(C)C1CC2 (some centres not stated) | -4% | -6% | .
CCC(=NCCCO)c1c(O)n(-c2ccc(OC)cc2)c(=O)[nH]c1=O | -9% | -5% | 23%
COc1cc2ccc(=O)oc2c2ccoc12 | 2%&-9% | -6%&-12% | -35%
CCC(C)NC(=O)c1c(N)n(CCCOC)c2nc3ccccc3nc12 (configuration not stated) | ? | -13% | -24%
COC(=O)C1=C(c2ccc(C(C)=O)cc2)C[C@@H]2CC[C@H]1N2C | . | 2% | -2%
CC(Cc1ccccc1)NC(=O)CN1CCCC1=O (configuration not stated) | -6% | -2% | 15%
CCCCOC(=O)C1=C(N)OC2=C(C(=O)CCC2)[C@]12C(=O)Nc1ccccc12 | -13% | -29% | -5%
CC(=O)OC[C@]12CCC(C)=C[C@H]1O[C@@H]1[C@H](O)[C@@H](OC(C)=O)[C@@]2(C)[C@]12CO2 | -3% | 11% | 16%
O=C1CCCC2=C1C(c1cccnc1)Nc1ccccc1N2 (configuration not stated) | 20% | -4% | -10%
Cc1nc2ncnn2c(C)c1CCC(=O)N1CCC2(CC1)OCCO2 | 4% | 2% | -4%
N=Cc1c(O)n(-c2ccc(C34CC5CC(CC(C5)C3)C4)cc2)c(=O)[nH]c1=O | -4% | -7% | -7%
Cc1ccc(-n2c(O)c(/C=N/NC(=O)c3ccncc3)c(=O)[nH]c2=O)cc1C | 7% | -7% | 0%
Cc1ccsc1C(=O)C1CCCN(Cc2cc(C(C)C)n[nH]2)C1 (configuration not stated) | -9% | -7% | 7%
O=P(OCC(F)(F)C(F)F)(N1CCCCC1)N1CCCCC1 | -3% | -2% | 1%
CCN1C[C@@]2(OC(=O)c3ccccc3NC(C)=O)CCC(OC)[C@@]34C5CC6C(OC)C[C@@](O)(C(CC23)[C@@H]14)C5(O)C6OC (some centres not stated) | 26% | -4% | .
S=C1CN=C(c2ccccc2)c2cc(Cl)ccc2N1 | 5% | -4% | 0%
Cc1ccnc(-n2c(C)cc(/C=C3\C(=O)NC(=S)N(C)C3=O)c2C)c1 | -1% | 23% | -3%
COc1ccc(CCn2c(O)c(C=NCCCN(C)C)c(=O)[nH]c2=O)cc1OC | 7% | -2% | -2%
COC(=O)C1=C(c2ccc(OC(F)(F)F)cc2)C[C@@H]2CC[C@H]1N2C(=O)NCCNC(C)=O | . | 4% | -8%
COCCNC(=O)Cn1cc(/C=C2\C(=O)NC(=O)N(c3cccc(C)c3C)C2=O)c2ccccc21 | -6% | -4% | 1%
CC1=CC(C)C(COC(N)=O)(COC(N)=O)C(C)C1 (configuration not stated) | -1% | -3% | 1%
c1ccc(N2CC[C@@]3(CCCNC3)C2)cc1 | 10% | -12% | .
COc1ccc(-c2nn(CCC#N)cc2C(=O)Nc2cccc([N+](=O)[O-])c2)cc1OC | -1% | 0% | -12%
c1cncc(CNCCc2ccc3c(c2)OCO3)c1 | -18% | -13% | 21%
Nc1cc(Cl)c2nonc2c1[N+](=O)[O-] | -6% | -2% | ?
COc1ccc(-c2nc3ccccc3c(=O)n2-c2cccnc2)cc1 | 2% | 16% | -2%
COc1ccc(C(=O)OC2C[C@H]3CC[C@H](C2)N3C)cc1OC (some centres not stated) | -27% | -18% | -1%
Oc1cccc2cccnc12 | 0%&-1%&-4%&4% | 9%&18%&9% | -11%
Cc1ccc2c(c1N)C(=O)c1ccccc1C2=O | 21% | -2% | ?
C[C@]12C=CC(=O)C=C1CC[C@@H]1[C@@H]2CC[C@@]2(C)[C@H]1CC[C@]2(C)O | 13% | -21% | .
COc1ccc(-n2c(O)c(C(C)=NCCN3CCNCC3)c(=O)[nH]c2=O)cc1 | 5% | -11% | -9%
Nc1ccc(N2CCN(Cc3ccccc3Cl)CC2)c(Cl)c1 | 17% | -3% | -16%
CN(C)[C@@H]1C(=O)C(C(N)=O)=C(O)[C@@]2(O)C(=O)C3=C(O)c4c(O)cccc4[C@@](C)(O)C3C[C@@H]12 (some centres not stated) | -6% | -9% | ?
O=C1NC(=S)N(c2ccc(F)cc2)C(=O)/C1=C/c1ccccc1O | -6% | 4% | 17%
FC(F)(F)c1ccc2c(c1)ncn2C1CCN(Cc2nnnn2C2CCCCC2)CC1 | -4%[2.35 µM] | -7% | -12%
COC(=O)C1=C(c2ccc(OCc3ccccc3)cc2)C[C@@H]2CC[C@H]1N2C(=O)NCc1cccc(C(F)(F)F)c1 | . | -7% | 12%
CC(C)[C@H](NC(=O)[C@H](CCC(=O)O)NC(=O)[C@H](Cc1ccccc1)NC(=O)[C@H](C)NC(=O)[C@@H](N)Cc1ccc(O)cc1)C(=O)N[C@H](C(=O)NCC(N)=O)C(C)C | 5% | 5% | .
O=C(Oc1ccccc1)N1CCC[C@@]2(CCN(Cc3ccccc3)C2)C1 | 4% | -22% | .
O=C([O-])c1ccc(-[n+]2c(-c3ccccc3)cc(-c3ccccc3)cc2-c2ccccc2)cc1 | -1% | -3% | -10%
Cc1ccc(S(=O)(=O)N(C)CCCC(=O)N2CCN(c3ccccn3)CC2)cc1 | 3% | -1% | -11%
COc1cccc2c1C(=O)c1c(O)c3c(c(O)c1C2=O)C[C@@](O)(C(=O)CO)C[C@@H]3O[C@H]1C[C@H](N)[C@H](OC2CCCCO2)[C@H](C)O1 (some centres not stated) | . | ? | 18µM*
O=c1cccc2n1CC1CC2CN(Cc2cccc(Cl)c2Cl)C1 (configuration not stated) | 15% | -4% | 2%
O=C(/C=C\c1ccc(Cl)cc1)N[C@@]12CCC(=O)[C@@H]3Oc4c(O)ccc5c4[C@@]31CCN(CC1CC1)[C@@H]2C5 | -10% | -17% | .
CCC(=NCC1CCCO1)c1c(O)n(-c2ccccc2)c(=O)[nH]c1=O (configuration not stated) | 4% | 0% | -3%
COc1cc2occc2c2oc(=O)ccc12 | 5%&-12%&0% | 1%&1% | -1%
COc1cccc(CNCCc2c[nH]c3ccccc23)c1OC | 1% | -6% | -2%
COc1cc(CNCCc2ccc3c(c2)OCO3)ccc1O | -12% | -3% | 5%
N#CCCn1cc(C(=O)O)c(-c2cccc([N+](=O)[O-])c2)n1 | 0% | 5% | 2%
C/C(CC(c1ccccc1)c1c(O)c2ccccc2oc1=O)=N\NC(N)=S (configuration not stated) | -1% | -1% | -3%
C[N+](C)(C)CC#CCN1CCCC1=O | 0%&-4% | ? | -9%
O=C1NC(=O)N(CCc2ccc(F)cc2)C(=O)/C1=C/c1ccco1 | -2% | 28µM* | ?
Cc1ccccc1C(=O)Nc1sc2c(c1C(=O)O)CCC(C(C)(C)C)C2 (configuration not stated) | . | ? | -18%

Rewritten with two lines to a compound: entries from further up
Values run as follows: N370S GC	GCN5L2 inh	FEN1 inhibitor
> COc1cc(CNCCc2ccc3c(c2)OCO3)ccc1O
→ -12%	-3%	5%
> N#CCCn1cc(C(=O)O)c(-c2cccc([N+](=O)[O-])c2)n1
→ 0%	5%	2%
> C/C(CC(c1ccccc1)c1c(O)c2ccccc2oc1=O)=N\NC(N)=S (configuration not stated)
→ -1%	-1%	-3%

Further entries follow.
SMILES | N370S GC | GCN5L2 inh | FEN1 inhibitor
CSc1ccc(C(=O)C2CCCN(Cc3ccn[nH]3)C2)cc1 (configuration not stated) | -2% | -16% | -2%
CC(C)Cn1cc(C(=O)N2CCC3(CC2)OCCO3)c2c3ccccc3n(C)c2c1=O | -7% | -9% | -7%
CC(CO)NC(=O)C1C=C2c3cccc4[nH]cc(c34)C[C@H]2N(C)C1 (some centres not stated) | -4% | -26% | .
Cn1c(=O)n(C)c2cc(CNCCc3ccccc3F)ccc21 | . | 0% | -4%
N[C@@H](Cc1c[nH]c2ccccc12)c1nnc(SCc2ccc(F)cc2)o1 | ? | -2% | -13%
COc1cc2c(cc1OC)[C@@]13CCN4CC5=CCO[C@H]6CC(=O)N2[C@H]1[C@H]6[C@H]5C[C@H]43 | 3% | -3% | -8%
O=C1NC(=O)C(CCc2ccncc2)(CCc2ccncc2)C(=O)N1Cc1ccc(F)cc1 | 0% | 0% | -5%
COC(=O)C1=C(c2ccc(F)cc2OCc2ccccc2)C[C@@H]2CC[C@H]1N2C(=O)NCc1ccc(Cl)cc1 | . | -7% | -15%
CC(C)N1C(=O)/C(=C/C=C/c2ccco2)C(=O)N(Cc2ccco2)C1=O | -15% | ? | 56µM*
CC(C)CCOC(=O)c1c(N)n(CC2CCCO2)c2nc3ccccc3nc12 (configuration not stated) | ? | ? | -13%
Clc1ccc(CS[C@@H](Cn2ccnc2)c2ccc(Cl)cc2Cl)cc1 | -16%[21.6 µM] | 13µM* | .
CCCCC/C=C\C/C=C\C/C=C\C/C=C\CCCC(=O)NCc1ccc(O)c(OC)c1 | 18%&11% | -13%&-8% | .
COC(=O)N1CCN(C(=O)Cc2ccc(Cl)c(Cl)c2)C(CN2CCCC2)C1 (configuration not stated) | 1%&-3%&5% | -4%&1% | .
Oc1cccc2nc3ccccc3nc12 | 10% | -13% | ?
CN(C)c1ccc(/C=C2/C(=O)NC(=O)N(Cc3ccco3)C2=O)cc1 | 3% | -9% | -29%
CC1CC(O)[C@]2(O)[C@]13CC(=O)OC[C@@]2(C)[C@@](C)(O)C(=O)C3 (some centres not stated) | 1% | -3% | .
COc1ccc(-n2c(C)nc3ccccc3c2=O)c([N+](=O)[O-])c1 | 3% | -12% | 0%
OCC12CO[C@@H]3c4ccccc4[C@H](OC1)N32 (some centres not stated) | 2% | -11%[0.501 µM] | 7%
CCC1=Nc2cc(C(=O)N3CCC4(CC3)OCCO4)ccc2Sc2ccccc21 | -4% | -9% | 2%
O=S1(=O)N(Cc2ccccc2Cl)CCCN1Cc1ccccc1Cl | . | -7% | -1%
O=C(C[N+]12CCC(CC1)C(CO)C2)c1ccc([N+](=O)[O-])cc1 (configuration not stated) | -14% | -6% | -4%
COC(=O)C1=C(c2ccc(F)cc2F)C[C@@H]2CC[C@H]1N2C(=O)NCc1ccc2c(c1)OCO2 | . | -2% | 8%
OCCNc1c2c(nc3ccccc13)CCCC2 | 9% | 0% | 4%
Cc1ccc(Cn2nc(C)c(C=O)c2Cl)cc1 | -16% | -7% | 0%
CN(C)C(=O)Oc1ccc(-c2nnco2)cc1 | 4% | -2% | 21%
COC(=O)C1=C(c2ccc(OC(F)(F)F)cc2)C[C@@H]2CC[C@H]1N2C(=O)NCc1ccc(F)cc1 | . | -6% | -6%
O=C1CN=C(c2cccs2)c2c(sc3c2CCCC3)N1 | -11% | -1% | 3%
CN1CCN(c2ncnc(Cl)c2N)CC1 | 1% | 0% | 16%
N#CC1=C(N)Oc2c(c(=O)sc3ccccc23)C1c1ccncc1 (configuration not stated) | ? | -7% | 2%
COc1ccc(C(=O)N2CCC3(CC2)OCCO3)cc1 | -1% | -1% | 13%

Reprinted at random: 4 compounds from above
SMILES | N370S GC | GCN5L2 inh | FEN1 inhibitor
CN(C)C(=O)Oc1ccc(-c2nnco2)cc1 | 4% | -2% | 21%
COc1ccc(C(=O)N2CCC3(CC2)OCCO3)cc1 | -1% | -1% | 13%
O=C1CN=C(c2cccs2)c2c(sc3c2CCCC3)N1 | -11% | -1% | 3%
COC(=O)C1=C(c2ccc(OC(F)(F)F)cc2)C[C@@H]2CC[C@H]1N2C(=O)NCc1ccc(F)cc1 | . | -6% | -6%

Look-ups from the results shown:
COC(=O)C1=C(c2ccc(OC(F)(F)F)cc2)C[C@@H]2CC[C@H]1N2C(=O)NCc1ccc(F)cc1 @ FEN1 inhibitor = -6%
COC(=O)C1=C(c2ccc(F)cc2F)C[C@@H]2CC[C@H]1N2C(=O)NCc1ccc2c(c1)OCO2 @ FEN1 inhibitor = 8%
COc1ccc(C(=O)N2CCC3(CC2)OCCO3)cc1 @ GCN5L2 inh = -1%
CN1CCN(c2ncnc(Cl)c2N)CC1 @ GCN5L2 inh = 0%
CN(C)C(=O)Oc1ccc(-c2nnco2)cc1 @ N370S GC = 4%
N#CC1=C(N)Oc2c(c(=O)sc3ccccc23)C1c1ccncc1 (configuration not stated) @ GCN5L2 inh = -7%
O=C(C[N+]12CCC(CC1)C(CO)C2)c1ccc([N+](=O)[O-])cc1 (configuration not stated) @ FEN1 inhibitor = -4%
